Screening results from PubChem.
CASP6 VEID inh = inhibitors of human caspase-6. purified caspase-6, Z-VEID-R110 cleavage fluorescence. 350,000 compounds, 0.53% hits. inhibition, % at 12.5 µM;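 active = mean inhibition across replicates at least about 35%, with every replicate also reaching that limit, limit read from the data; inconclusive = only one of the two criteria met; inactive = neither criterion met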;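 note: 0% = median of neutral control wells and 100% = no fluorescence left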
Target sequence (P55212 24-179 limits assumed): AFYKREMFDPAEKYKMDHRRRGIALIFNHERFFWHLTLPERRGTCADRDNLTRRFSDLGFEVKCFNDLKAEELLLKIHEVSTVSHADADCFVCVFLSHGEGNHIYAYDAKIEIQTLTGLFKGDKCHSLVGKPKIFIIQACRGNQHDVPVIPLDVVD
Target sequence (P55212 194-293 limits assumed): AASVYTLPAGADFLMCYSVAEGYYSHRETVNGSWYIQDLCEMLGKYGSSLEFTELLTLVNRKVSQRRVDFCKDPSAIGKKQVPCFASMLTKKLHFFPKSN
F508del corr = correctors of CFTR F508del function in bronchial epithelial cells | CFBE cells, YFP halide quenching; stimulated with forskolin plus potentiator P3; % fluorescence drop versus neutral controls | activity (quench increase), % at 7.58 µM | 350,000 compounds, 0.36% hits | AID 720511;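 active = mean added fluorescence quench of at least 8% versus neutral control, with both replicates also reaching 8%; inconclusive = only one of the mean or replicate conditions met; inactive = mean below 8% and not both replicates reaching 8%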;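 note: cells transiently co-express mutant CFTR-F508del with the halide-sensitive YFP; corrector assay measuring rescue of mutant channel to the surface after 24 h compound exposure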
DENV2 CPE rescue = protects cells from dengue virus 2 cytopathic effect; AID 651640; DENV2-infected cells, cytopathic effect rescue, plate reader; 350,000 compounds, 1.7% hits; CPE inhibition, % at 9.99 µM; in the data active = CPE inhibition above about 20%, passing the limit was not always enough; inconclusive = no clear call, values can overlap the other calls; tested in BHK-21 cells;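 note: 0% = median of neutral control wells and 100% = median of positive control wells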
miR-122 sensor = inhibitors of miR-122 in Huh7 cells. AID 602342. Huh7 miR-122 Renilla luciferase sensor, 48 h; neutral wells = 0, positive control = 100. 340,000 compounds, 0.3% hits. activation (reporter increase), % at 12.5 µM;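 active = mean replicate activation score at least 90 and every replicate individually at or above 90; inconclusive = only one of the two criteria met; inactive = neither criterion met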;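 note: higher luciferase means less miR-122 activity so hits act as miR-122 inhibitors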
ERAP1 inh = ERAP1 (human) enzyme inhibition; Q9NZ08; recombinant ERAP1, Leu-AMC fluorescence, 60 min; 340,000 compounds, 0.15% hits; inhibition, % at 10.7 µM; AID 652197;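 active = mean replicate inhibition of at least 30%, or all replicates individually reaching that 30% level; inactive = mean below 30% and not every replicate reaching it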;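 note: 0% = neutral control wells and 100% = L-leucinethiol positive control wells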
ERp5 inh = inhibitors of human ERp5; Q15084; ERp5 insulin aggregation, absorbance 650 nm, 90 min; inhibition, % at 9.99 µM; 350,000 compounds, 0.05% hits; AID 651711;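 active = mean replicate inhibition above about 25%, with every replicate also reaching it, limit read from the data, passing the limit was not always enough; inconclusive = only one of those two criteria met; inactive = neither criterion met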
Target sequence (Q15084 whole entry, looked up): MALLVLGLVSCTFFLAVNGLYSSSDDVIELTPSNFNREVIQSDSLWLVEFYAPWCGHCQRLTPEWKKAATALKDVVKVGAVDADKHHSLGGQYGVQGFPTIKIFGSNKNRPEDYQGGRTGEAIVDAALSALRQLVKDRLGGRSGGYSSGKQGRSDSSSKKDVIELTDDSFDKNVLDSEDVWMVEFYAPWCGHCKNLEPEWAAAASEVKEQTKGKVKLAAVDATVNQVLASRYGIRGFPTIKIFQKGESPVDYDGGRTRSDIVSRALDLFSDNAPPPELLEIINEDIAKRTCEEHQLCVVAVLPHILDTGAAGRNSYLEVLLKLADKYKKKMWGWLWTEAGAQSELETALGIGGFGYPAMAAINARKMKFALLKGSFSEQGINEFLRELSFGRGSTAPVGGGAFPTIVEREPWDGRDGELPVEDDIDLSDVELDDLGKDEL
SIRT5 inh = sirtuin-5 (human) deacylase inhibition; AID 652115; inhibition, % at 15 µM; Purified SirT5, succinyl-peptide AMC, trypsin-coupled fluorescence; 330,000 compounds, 1.1% hits; Q9NXA8; in the data active = inhibition above about 15%; inconclusive = no clear call, values can overlap the other calls
Target sequence (Q9NXA8 whole entry, looked up): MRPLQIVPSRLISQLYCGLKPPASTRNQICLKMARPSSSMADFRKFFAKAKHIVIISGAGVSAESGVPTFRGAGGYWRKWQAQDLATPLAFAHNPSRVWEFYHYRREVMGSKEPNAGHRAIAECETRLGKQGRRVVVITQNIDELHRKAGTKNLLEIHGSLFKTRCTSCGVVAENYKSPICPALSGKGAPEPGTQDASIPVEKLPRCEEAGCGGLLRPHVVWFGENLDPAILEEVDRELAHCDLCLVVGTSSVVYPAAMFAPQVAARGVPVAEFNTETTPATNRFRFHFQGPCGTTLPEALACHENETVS
Active calls of the source: *; [ ] = another dose, or the depositor's remark. Compounds as they come; any-hit rate near 4%.

For CO[C@@H]1CN(C)C(=O)c2cc(NS(=O)(=O)c3ccc(C)cc3)ccc2OC[C@H](C)N(C)C[C@H]1C the results were CASP6 VEID inh -2, F508del corr -0.4, DENV2 CPE rescue -6, miR-122 sensor -3[16.7 µM], ERAP1 inh -1, ERp5 inh -1 and SIRT5 inh -5.
Cc1ccc(S(=O)(=O)Nc2ccc3c(c2)C(=O)N([C@H](C)CO)C[C@@H](C)[C@H](CN(C)S(=O)(=O)c2ccc(F)cc2)OCCCC[C@@H](C)O3)cc1 was read as CASP6 VEID inh 1, F508del corr 0.4, DENV2 CPE rescue 0, miR-122 sensor -8[16.7 µM], ERAP1 inh -2, ERp5 inh -4 and SIRT5 inh 14.
Cc1ccc(S(=O)(=O)Nc2ccc3c(c2)C(=O)N([C@@H](C)CO)C[C@H](C)[C@H](CN(C)C(=O)Nc2ccccc2)O3)cc1 was read as CASP6 VEID inh 3, F508del corr -2.0, DENV2 CPE rescue 17, miR-122 sensor 3[16.7 µM], ERAP1 inh 2, ERp5 inh 2 and SIRT5 inh -3.
For CC1CC(=O)N(CC(=O)Nc2ccccc2F)c2ccccc2S1(=O)=O (stereo not given) the results were CASP6 VEID inh 0, F508del corr 3.2, DENV2 CPE rescue 1, miR-122 sensor 0, ERAP1 inh -6, ERp5 inh 4 and SIRT5 inh -5.
Screening CCN(C[C@H]1N[C@@](Cc2ccccc2)(C(=O)OC)[C@H]2C(=O)N(Cc3ccccc3)C(=O)[C@@H]12)S(=O)(=O)c1ccc(OC(F)(F)F)cc1 returned CASP6 VEID inh 1, F508del corr -1.5, DENV2 CPE rescue -7, miR-122 sensor -8, ERAP1 inh 0, ERp5 inh 1 and SIRT5 inh -3.
For COc1ccc(C)cc1NC(=O)CN1CCN(c2ccccn2)CC1 the results were CASP6 VEID inh 0, F508del corr 0.7, DENV2 CPE rescue 4, ERAP1 inh -3, ERp5 inh 2 and SIRT5 inh -5.
`CCn1c(C)nc2cc(C(=O)N/N=C/c3ccc(OC)cc3)ccc21` gave CASP6 VEID inh 8, F508del corr 0.1, DENV2 CPE rescue 7, miR-122 sensor -4, ERAP1 inh 0, ERp5 inh -3 and SIRT5 inh 0.
O=C(Nc1ccnn1C1CCN(C(=O)c2cccc(Cl)c2)CC1)C1CCOC1 (stereo not given) was read as CASP6 VEID inh 1, F508del corr 1.7, DENV2 CPE rescue -4, miR-122 sensor -4, ERAP1 inh -1, ERp5 inh 5 and SIRT5 inh -2.
CN(C)S(=O)(=O)c1cccc(NC(=O)c2ccncc2)c1 was read as CASP6 VEID inh -1, F508del corr 2.4, DENV2 CPE rescue -1, miR-122 sensor -5, ERAP1 inh 1, ERp5 inh -7 and SIRT5 inh -5.
O=C(CC1C(=O)NCCN1Cc1ccc(-c2ccccc2)cc1)NCCCn1ccnc1 (stereo not given) was read as CASP6 VEID inh -33, F508del corr -1.6, DENV2 CPE rescue -3, ERp5 inh 2 and SIRT5 inh 3.
Screening NC(N)=NC(=S)Nc1ccc(Cl)cc1 returned CASP6 VEID inh 1, F508del corr 1.7, DENV2 CPE rescue -6, miR-122 sensor -8, ERAP1 inh -2, ERp5 inh 6 and SIRT5 inh 9.
Screening COc1cccc(-c2cccc(-c3nc(C(=O)Nc4ccc(-c5ccccc5)cc4)cc4c3[C@@H](CCO)N(S(=O)C(C)(C)C)C4)c2)c1 (stereo not given in full) returned CASP6 VEID inh -2, F508del corr 0.0, DENV2 CPE rescue inconclusive, ERAP1 inh 0, ERp5 inh -1 and SIRT5 inh -4.
Screening COc1ccc(C#Cc2ccc3c(c2)O[C@H](CN(C)C(=O)c2ccccn2)[C@@H](C)CN([C@H](C)CO)S3(=O)=O)cc1 returned CASP6 VEID inh 0, F508del corr 2.7, DENV2 CPE rescue -1, miR-122 sensor -7[16.7 µM], ERAP1 inh 1, ERp5 inh 0 and SIRT5 inh 5.
For COc1ccc(OC)c(NC(=O)CSc2nc(-c3ccccc3)cc(=O)[nH]2)c1 the results were CASP6 VEID inh -2, F508del corr 4.0, DENV2 CPE rescue -4, miR-122 sensor -1, ERAP1 inh -1, ERp5 inh 12 and SIRT5 inh 3.
`C=CCCC(=O)N1CCCC(Cc2cccc(Cl)c2)(C(=O)OCC)C1` (stereo not given) gave CASP6 VEID inh 0, F508del corr 3.0, DENV2 CPE rescue 1, miR-122 sensor -4, ERAP1 inh -3, ERp5 inh -1 and SIRT5 inh -2.
For CCNC(=O)[C@@H]1[C@@H](CO)[C@@H]2Cn3c(ccc(C4=CCCC4)c3=O)[C@H]1N2Cc1ccccc1 the results were F508del corr 1.9, DENV2 CPE rescue -1, miR-122 sensor -2[16.7 µM], ERp5 inh 4 and SIRT5 inh -13.
Screening CCN1CCN(C(=O)C2CCN(S(=O)(=O)c3cccc4cccnc34)CC2)CC1 returned CASP6 VEID inh -4, F508del corr -1.1, DENV2 CPE rescue -6, miR-122 sensor 2 and ERp5 inh 0.
Screening O=C(Nc1ccc(Cl)cn1)c1ccccc1SCc1ccccc1 returned CASP6 VEID inh -2, F508del corr 0.1, DENV2 CPE rescue -7, miR-122 sensor 10, ERAP1 inh 0, ERp5 inh 6 and SIRT5 inh -5.
For CCOC(=O)N1CCN(C(=O)CN(C)S(=O)(=O)c2ccc3c(c2)c(=O)n(C)c(=O)n3C)CC1 the results were CASP6 VEID inh 42*, F508del corr 0.3, DENV2 CPE rescue -4, ERAP1 inh 0, ERp5 inh 5 and SIRT5 inh 3.
`C[C@@H]1CN([C@H](C)CO)S(=O)(=O)c2ccc(C3=CCCC3)cc2O[C@H]1CN(C)C(=O)C1CCC1` gave CASP6 VEID inh 0, F508del corr -2.0, DENV2 CPE rescue 17, miR-122 sensor 6[16.7 µM], ERAP1 inh -3, ERp5 inh -2 and SIRT5 inh 1.
COc1cc(OC)c(NS(=O)(=O)c2cc(C(=O)OCC(=O)NCC3CCCO3)ccc2OC)cc1Cl (stereo not given) was read as CASP6 VEID inh 0, F508del corr 1.0, DENV2 CPE rescue 15, ERAP1 inh 1, ERp5 inh -2 and SIRT5 inh 31*.
For COc1ccc(Cc2nnc(SCC(=O)N3CCc4ccccc4C3)o2)cc1 the results were CASP6 VEID inh 5, F508del corr 0.6, DENV2 CPE rescue -8, miR-122 sensor 0, ERAP1 inh 0, ERp5 inh 1 and SIRT5 inh 1.
CC1CCc2cc(F)cc3c(=O)c(C(=O)O)cn1c23 (stereo not given) was read as F508del corr 3.3, DENV2 CPE rescue -4, miR-122 sensor 9, ERAP1 inh 38*, ERp5 inh 0 and SIRT5 inh 2.
For COc1ccc(CC(=O)N(C)CC(=O)Nc2cccc(F)c2)cc1S(=O)(=O)N1CCOCC1 the results were CASP6 VEID inh -189, F508del corr -1.1, DENV2 CPE rescue -1, miR-122 sensor -3, ERAP1 inh -2, ERp5 inh 1 and SIRT5 inh -1.

For convenience, 6 of the compounds above.
For CCOC(=O)N1CCN(C(=O)CN(C)S(=O)(=O)c2ccc3c(c2)c(=O)n(C)c(=O)n3C)CC1 the results were CASP6 VEID inh 42*, F508del corr 0.3, DENV2 CPE rescue -4, ERAP1 inh 0, ERp5 inh 5 and SIRT5 inh 3.
`C[C@@H]1CN([C@H](C)CO)S(=O)(=O)c2ccc(C3=CCCC3)cc2O[C@H]1CN(C)C(=O)C1CCC1` gave CASP6 VEID inh 0, F508del corr -2.0, DENV2 CPE rescue 17, miR-122 sensor 6[16.7 µM], ERAP1 inh -3, ERp5 inh -2 and SIRT5 inh 1.
COc1cc(OC)c(NS(=O)(=O)c2cc(C(=O)OCC(=O)NCC3CCCO3)ccc2OC)cc1Cl (stereo not given) was read as CASP6 VEID inh 0, F508del corr 1.0, DENV2 CPE rescue 15, ERAP1 inh 1, ERp5 inh -2 and SIRT5 inh 31*.
For COc1ccc(Cc2nnc(SCC(=O)N3CCc4ccccc4C3)o2)cc1 the results were CASP6 VEID inh 5, F508del corr 0.6, DENV2 CPE rescue -8, miR-122 sensor 0, ERAP1 inh 0, ERp5 inh 1 and SIRT5 inh 1.
CC1CCc2cc(F)cc3c(=O)c(C(=O)O)cn1c23 (stereo not given) was read as F508del corr 3.3, DENV2 CPE rescue -4, miR-122 sensor 9, ERAP1 inh 38*, ERp5 inh 0 and SIRT5 inh 2.
For COc1ccc(CC(=O)N(C)CC(=O)Nc2cccc(F)c2)cc1S(=O)(=O)N1CCOCC1 the results were CASP6 VEID inh -189, F508del corr -1.1, DENV2 CPE rescue -1, miR-122 sensor -3, ERAP1 inh -2, ERp5 inh 1 and SIRT5 inh -1.

Going on with the list:
Cc1ccc(OCC(=O)NCCCNC(=O)c2cccnc2)cc1C was read as CASP6 VEID inh -2, F508del corr 4.9, DENV2 CPE rescue 13, miR-122 sensor 0, ERAP1 inh 3, ERp5 inh -5 and SIRT5 inh 2.
For CCCn1c(NC(=O)CSCC(=O)Nc2cc(C)on2)nc2ccccc21 the results were CASP6 VEID inh 3, F508del corr 1.8, DENV2 CPE rescue -5, ERAP1 inh 9, ERp5 inh 2 and SIRT5 inh -1.
`CCOC(=O)N1CCN(C(=O)CCc2ccc(S(=O)(=O)NCC(C)C)cc2)CC1` gave CASP6 VEID inh 2, DENV2 CPE rescue -5, miR-122 sensor 2, ERAP1 inh 5, ERp5 inh -4 and SIRT5 inh -4.
For C[C@@H]1CCCCO[C@@H](CN(C)C(=O)C2CCCCC2)[C@H](C)CN([C@@H](C)CO)C(=O)c2cc(NC(=O)Nc3cccc4ccccc34)ccc2O1 the results were CASP6 VEID inh 0, F508del corr 2.8, DENV2 CPE rescue 14, miR-122 sensor -17[16.7 µM], ERAP1 inh -2, ERp5 inh 6 and SIRT5 inh 2.
COc1ccc(NC(=O)N2CCN(S(C)(=O)=O)CC2)cc1 was read as CASP6 VEID inh 3, F508del corr -1.5, ERAP1 inh 3, ERp5 inh 6 and SIRT5 inh -3.
For Cc1cc(C(=O)Nc2cc(Br)ccc2O)on1 the results were CASP6 VEID inh 3, F508del corr -3.7, DENV2 CPE rescue 2, miR-122 sensor -6, ERAP1 inh 1, ERp5 inh 4 and SIRT5 inh -2.
`Cc1[nH]n(-c2ccc(F)cc2)c(=O)c1C=Nc1ccc(S(=O)(=O)N(C)C)cc1` gave CASP6 VEID inh 5, F508del corr 0.2, DENV2 CPE rescue 14, miR-122 sensor 2, ERAP1 inh -1, ERp5 inh 6 and SIRT5 inh -7.
NNC(=O)C(Cc1ccccc1)NC(=O)OCc1ccccc1 (stereo not given) was read as CASP6 VEID inh -6, F508del corr -2.0, DENV2 CPE rescue 1, ERAP1 inh -9, ERp5 inh -3 and SIRT5 inh -4.
Screening CCC(CC)c1nnc(NC(=O)c2cc([N+](=O)[O-])ccc2N2CCCCC2)s1 returned CASP6 VEID inh 0, F508del corr 0.5, DENV2 CPE rescue 1, ERAP1 inh 0, ERp5 inh 8 and SIRT5 inh 2.
For CN(C)S(=O)(=O)c1ccc(NC(=O)CN2C(=O)NC(Cc3ccccc3)C2=O)cc1 (stereo not given) the results were CASP6 VEID inh 0, F508del corr 3.6, DENV2 CPE rescue 1, miR-122 sensor -5, ERAP1 inh 3, ERp5 inh 2 and SIRT5 inh 1.
CC(CN1C(C)CCCC1C)OC(=O)c1cccc(F)c1 (stereo not given) was read as CASP6 VEID inh -5, F508del corr -0.2, DENV2 CPE rescue -4, ERAP1 inh 1, ERp5 inh 2 and SIRT5 inh 1.
For CC(C)CCN1CCN(Cc2nc(-c3ccc(F)cc3)cs2)CC1CCO (stereo not given) the results were CASP6 VEID inh -1, F508del corr 0.1, DENV2 CPE rescue 3, ERAP1 inh 1, ERp5 inh -1 and SIRT5 inh -2.
Screening CNc1cccc(-c2cccc(C(=O)N3CCOCC3)c2)n1 returned CASP6 VEID inh 1, F508del corr 1.6, DENV2 CPE rescue 2, miR-122 sensor -1, ERAP1 inh -2, ERp5 inh 5 and SIRT5 inh -4.
Screening O=C(O)c1ccc(Cn2cc(C(F)(F)F)ccc2=O)cc1 returned CASP6 VEID inh -5, F508del corr -3.4, DENV2 CPE rescue 7, miR-122 sensor 6, ERAP1 inh 2, ERp5 inh -3 and SIRT5 inh 1.
